Eya2 phos inh: blocks the phosphatase activity of human Eya2 | Potency, µM (titrated, usually from 76.9 µM), for inactives: top-dose activity, negative = inhibition, most hits filed as inhibitors | recombinant Eya2, OMFP fluorescence dephosphorylation (OMFP is methylfluorescein phosphate) | 330,000 tested, 0.006% active; note: potency is the fitted concentration of half-maximal effect; % is set by controls: 0 for no effect and ±100 for the full control effect
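Eya2 (0.2 uM) preincubated 10 min at ambient with compound, then OMFP substrate added at 50 uM; 10 min reaction in 50 mM HEPES pH 7.5, 50 mM NaCl, 5 uM MgCl2, 0.05% BSA, 1 mM DTT. Fluorescence read at Ex 485/Em 525 nm.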
TRPV1 agonist: human TRPV1 agonism; activation, % at 8.33 µM; Q8NER1; TRPV1-expressing cells, Fluo-8 calcium influx, agonist mode; 320,000 tested, 0.19% active; in the data active = activation above about 80%; inconclusive = between about 30% and that limit; note: 0% is about no effect
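Fluo-8 calcium influx in TRPV1-expressing cells, kinetic read (ex 480/em 520 nm). Compound added and read 3 min for agonist activity, followed by capsaicin at EC20 final and 2 min further read for enhancement.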
TCR activator: activates T cell receptor signaling. primary human leukocytes, anti-CD3, IL-2 HTRF, 48 h. Potency, µM (top dose mostly 9.22 µM), for inactives: at the top dose activation of IL-2 secretion, actives largely listed as activators. 330,000 tested, under 10 active; note: % of control where 0% means no effect
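Primary human leukocytes incubated 48 hr with anti-CD3 beads plus compound, without co-stimulation. Secreted IL-2 measured by HTRF (europium cryptate/d2 anti-IL-2 pair, 320 nm excitation, 665 nm emission).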
ELG1 repair inh: ELG1-dependent DNA repair inhibition; 330,000 tested, 2.3% active; AID 504467; HEK293T ELG1-luciferase reporter, luminescence, 16 h; DNA damage induced by 5-fluorouridine; Potency, µM (top dose mostly 46.1 µM), inactives show at the highest dose activity change, negative = inhibition, hits mostly inhibitors; note: potency is the fitted concentration of half-maximal effect; % is set by controls: 0 for no effect and ±100 for the full control effect; nearly all actives have a fitted effect of over 55% in size
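DMSO vehicle served as the neutral condition. Each well held 2,000 cells given 5-fluorouridine plus compound; after 16 hr at 37 °C/5% CO2, ONE-Glo was added and luciferase measured 30 min later.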
KCNH2 3.1 block: KCNH2 3.1 (human) potassium channel inhibition; U2OS KCNH2 3.1, thallium flux FluxOr; active compounds read low; activity change, % (tested at about 1.8 µM); 340,000 tested, 0.95% active;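 active = maximum activity change below -70%; inconclusive = maximum activity change from -70% to -50%; inactive = maximum activity change above -50%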;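 note: thallium influx rate constant from kinetic fluorescence after stimulation buffer; % is set by controls: 0 for no effect and ±100 for the full control effect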
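Measured as rate of thallium-driven FluxOr signal in transduced U2OS cells carrying the 3.1 channel, read kinetically for 2 min upon stimulation; values are rate constants scaled to DMSO control wells.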
Mito fusion yeast: blocks mitochondrial division or promotes mitochondrial fusion; Potency, µM (doses to about 46.1 µM), for inactives: top-dose growth rescue (activation), usual class: activators; S. cerevisiae fusion-defective mutant growth rescue, CellTiterGlo 48 h; 320,000 tested, 0.23% active;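 note: potency is the fitted concentration of half-maximal effect; % of control where 0% means no effect; nearly all actives have a fitted effect of over 45% in size; temperature-sensitive fusion mutants such as fzo1-1 at 37 °C on non-fermentable ethanol glycerol medium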
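Read-out: ATP-based luminescence (CellTiterGlo, 10 min ambient) reporting growth of fusion-defective ts yeast after 48 hours at 37C on glycerol/ethanol YPEG medium in the presence of compound.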
TSHR antagonist: human thyrotropin receptor antagonism | AID 504810 | 330,000 tested, 0.2% active | activity change, negative = inhibition, % at 11.5 µM | TSHR-expressing cells, TSH-stimulated cAMP HTRF, 2 h; active compounds read low;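 active = activity change below a set negative limit, meaning inhibition stronger than a set level, cut at about -70% in these data; inconclusive = activity change between two set negative limits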; note: % is set by controls: 0 for no effect and ±100 for the full control effect
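Cell-based HTRF cAMP assay; TSHR cells + compound, TSH EC80 (4nM final), 2 h, 37 deg C. Lysis with anti-cAMP cryptate and cAMP-d2, 30 min RT, read 665/620 nm.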
A-T KAP1 phos: potential ataxia-telangiectasia treatments restoring KAP-1 phosphorylation; […] A-T fibroblasts, KAP-1 phosphorylation AlphaLISA; neocarzinostatin DNA damage 30 min before lysis; Potency, µM (top dose mostly 57.5 µM), for the others: at the highest dose activation, hits mostly activators; 320,000 tested, 0.19% active; AID 485349; note: potency is the fitted concentration of half-maximal effect; % of control where 0% means no effect; nearly all actives have a fitted effect of over 45% in size
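hTERT-immortalized A-T patient fibroblasts ([…]), 500 cells/well in OPTI-MEM, 1% FBS, got compounds for 60 min, then NCS for 30 min at 37C. Lysates were then assayed for phospho-KAP-1 by AlphaLISA (anti-pKAP1 donor, anti-KAP1 acceptor beads), 6 hr at 25C.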
USP2a inh: inhibitors of human ubiquitin-specific protease USP2a. O75604. USP2 core, Ub-CHOP2 coupled fluorogenic reporter, 485/531. Potency, µM (top dose mostly 38.3 µM), inactives show at the highest dose activity change, negative = inhibition, hits mostly inhibitors. 330,000 tested, 0.01% active. AID 463254;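 note: potency is the fitted concentration of half-maximal effect; plate controls were DMSO wells for no effect and full inhibition by NEM control for full effect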
Target sequence (O75604 whole entry, looked up): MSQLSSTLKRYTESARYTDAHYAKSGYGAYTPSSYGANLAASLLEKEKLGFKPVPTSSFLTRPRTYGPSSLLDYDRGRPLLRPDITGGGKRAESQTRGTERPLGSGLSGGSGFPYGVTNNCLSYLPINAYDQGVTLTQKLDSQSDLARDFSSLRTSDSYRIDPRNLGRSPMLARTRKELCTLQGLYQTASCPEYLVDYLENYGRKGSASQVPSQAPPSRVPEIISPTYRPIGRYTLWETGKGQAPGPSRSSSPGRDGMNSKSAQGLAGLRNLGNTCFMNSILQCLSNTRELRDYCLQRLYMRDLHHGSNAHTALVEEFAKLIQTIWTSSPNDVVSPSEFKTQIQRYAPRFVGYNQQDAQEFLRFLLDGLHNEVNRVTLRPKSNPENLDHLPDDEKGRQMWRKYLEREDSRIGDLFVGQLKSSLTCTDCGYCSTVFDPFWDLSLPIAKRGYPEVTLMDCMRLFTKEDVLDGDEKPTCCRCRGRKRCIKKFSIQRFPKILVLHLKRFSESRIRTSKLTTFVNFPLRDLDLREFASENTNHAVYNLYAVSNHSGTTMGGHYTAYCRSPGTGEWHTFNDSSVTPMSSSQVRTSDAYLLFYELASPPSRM
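Deubiquitinase activity read as fluorescence (485/531 nm) after Ub-CHOP2 cleavage activates the enterokinase reporter on its substrate; USP2 core 10nM, Ub-CHOP2 and substrate 25nM each, 30min compound preincubation then 60min RT; data normalized to NEM, curves fitted.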
KCNH2 WT inh: blocks the wildtype human KCNH2 potassium channel. activity change, % at 1.84 µM. U2OS, BacMam KCNH2, thallium flux FluxOr; active compounds read low. 340,000 tested, 0.37% active. AID 720551. Q12809;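 active = maximum activity change below -70%; inconclusive = maximum activity change between -70% and -50%; inactive = maximum activity change above -50%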; note: % is set by controls: 0 for no effect and ±100 for the full control effect
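U2OS cells were transduced with wild-type KCNH2 virus (2.03 x 10^8 / mL) for 4 h at room temperature, then cultured overnight at 37 C. Thallium flux was read with FluxOr dye. Rate constants were normalized to DMSO controls.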
* hit, by the source's call; ? = inconclusive; · = not tested or not shown; [ ] = another dose, or the depositor's remark. Unless noted, calls come from the whole dose curve; as a rule, active = well fitted curve in the direction sought with a large enough effect; inconclusive = small, poorly fitted or top-dose-only effect, or another doubt; inactive = no such curve, though single readings can be large; an effect the other way counts as inactive or inconclusive.

SMILES	Eya2 phos inh	TRPV1 agonist	TCR activator	ELG1 repair inh	KCNH2 3.1 block	Mito fusion yeast	TSHR antagonist	A-T KAP1 phos	USP2a inh	KCNH2 WT inh
COc1ccc2nc(-c3ccco3)c(-c3ccco3)nc2c1	16%	3	2%	?	-1	3%	-6	6%	4%	-4
Cc1cc(C(=O)N2CCC(Cc3ccccc3)CC2)ccc1[N+](=O)[O-]	-11%	22	2%	-9%	-31	3%	-12	-1%	0%	3
CCN1CCN(S(=O)(=O)c2ccc(C(C)(C)C)cc2)CC1	-3%	14	·	-8%	-7	2%	4	-6%	0%	1
CC(NC(=O)c1ccc(-c2ccccc2)cc1)C(c1ccccc1)N1CCOCC1 (stereo not drawn)	2%	2	-3%	1%	-15	26%	-15	1%	2%	-31
Cc1nc(NC(=O)CSc2nnc(C)n2CC2CCCO2)sc1C (stereo not drawn)	-5%	1	-4%	-2%	15	0%	2	1%	-1%	-188*
Cc1cc(C)n2nc(C(=O)N/N=C/c3cccc(Cl)c3)nc2n1	15%	1	-2%	3%	-2	3%	0	1%	3%	-1
O=C(COC(=O)c1ccccc1Cc1ccccc1)NC1CCS(=O)(=O)C1 (stereo not drawn)	-1%	6	0%	-14%	10	1%	-2	15%	1%	2
O=C(Nc1ccc(Cl)cc1C(=O)NCCN1CCOCC1)c1ccco1	13%	5	15%	2%	1	5%	2	-6%	-4%	2
CN(CC(=O)Nc1ccccc1Cl)C(=O)COC(=O)c1ccc(C(F)(F)F)cc1	-4%	22	0%	13%	0	0%	-14	-7%	2%	2
CCn1ncc(NC(=O)Nc2cccc(C(F)(F)F)c2)c1C(N)=O	·	0	3%	·	16	-2%	·	·	·	7
Cc1nnc(SCC(=O)NC(=O)NCCC(C)C)s1	-9%	1	-7%	7%	-5	2%	8	-2%	1%	-2
O=C(NC(=S)N1CCCCCC1)c1ccccc1	-15%	0	2%	-4%	-5	-5%	-6	1%	-7%	-3
COc1ccc2c(c1)c(/C=N/Nc1ccc(C(=O)O)cc1)c(C)n2C	2%	-3	1%	?	22	-2%	-8	5%	1%	6
COc1ccc2c(c1)c(CC(=O)Nc1ccc(C)cc1)c(C)n2C(=O)c1ccc(Cl)cc1	-4%	1	3%	?	-18	5%	6	0%	3%	6
Cc1cc(NC(=O)COC(=O)C2CC(=O)N(c3cccc(Cl)c3)C2)no1 (stereo not drawn)	6%	2	-1%	?	-1	7%	-20	-1%	0%	-7
N=c1c(S(=O)(=O)c2ccc(Cl)cc2)cc2c(=O)n3ccccc3nc2n1CC1CCCO1 (stereo not drawn)	13%	8	-5%	20%	-13	0%	-3	-16%	9%	-12
O=c1[nH]c(/C(Cl)=C/c2cccc(F)c2)nc2cc(C(F)(F)F)ccc12	-3%	4	3%	5%	4	0%	-8	-5%	2%	-2
CC(=O)NS(=O)(=O)c1ccc(NC(=S)Nc2ccccc2)cc1	0%	0	·	-9%	15	-2%	-1	7%	1%	-40
Cc1ccc(N(C(C)C(=O)N2CCCC2)S(C)(=O)=O)cc1 (stereo not drawn)	-2%	-1	0%	1%	-7	3%	20	20%	0%	-1
COc1ccc(CCn2c(-c3ccc(C(C)(C)C)cc3)n[nH]c2=S)cc1OC	1%	27	-5%	?	15	18%	-8	1%	7%	3
O=S(=O)(c1ccc(Oc2ccccc2)cc1)N1CCOCC1	10%	?	·	-25%	-9	8%	-7	-7%	-1%	-5
C[C@@H]1O[C@@H](OCCC(=O)O)[C@H](O)C[C@H]1O	3%	·	-1%	?	-3	·	2	-5%	-10%	1
CNC(=O)COC(=O)c1ccccc1Nc1ccccc1	15%	?	4%	?	12	1%	4	0%	1%	-7
c1ccc2c(N3CCCCC3)nnc(N3CCCCC3)c2c1	-1%	4	·	-1%	·	2%	-6	-3%	6%	·
CC(=O)NN1C(=O)/C(=C\c2ccc(O)cc2)SC1=S	10%	2	2%	3%	15	-2%	-7	6%	19%	-8
CC(=O)c1cc(CC=C(C)C)c(O)cc1O	-7%	-2	3%	1%	1	0%	10	-13%	1%	0
CC1(C)C(C=C(Cl)Cl)C1C(=O)NC(O)C(=O)c1ccccc1 (stereo not drawn)	11%	2	1%	3%	6	15%	3	23%	-1%	-14
COc1cccc(-n2c(SCC(=O)NC(C)(C)C)nnc2-c2ccoc2C)c1	13%	23	2%	-9%	-35	-1%	-6	1%	0%	21
COc1ccc(S(=O)(=O)N2CC(C)OC(C)C2)cc1C(=O)N1CCCCC1 (stereo not drawn)	-6%	0	-1%	8%	12	1%	23	5%	-8%	6
CC(C)CC1C(C#N)=C(N)OC2=C1C(=O)CC(c1ccccc1)C2 (stereo not drawn)	-3%	6	5%	-5%	0	-7%	-9	-2%	2%	-16
Cc1ccc(Cl)cc1NC(=O)N[C@@H](C)C(=O)O	5%	3	4%	16%	-4	-1%	0	2%	1%	1
COc1ccccc1NC(=O)NCCCCc1ccccc1	-6%	?	-5%	3%	-9	4%	-11	10%	0%	2
CCOc1ccc(OCCOC(=O)C2CCN(S(=O)(=O)c3ccc(C)c(C)c3)CC2)cc1	-2%	1	5%	-2%	-19	1%	-1	4%	1%	-5
O=C(Nc1ccccn1)c1ccc2c(c1)S(=O)(=O)c1ccccc1C2=O	-5%	-1	3%	?	·	-1%	10	-7%	1%	·
CCC1(C(=O)O)NC(c2cccc(OC)c2O)C2C(=O)N(c3ccccc3)C(=O)C21 (stereo not drawn)	-1%	1	-2%[46.1 µM]	4%	3	-6%	6	4%	3%	-11
N#Cc1ccc(Oc2ccc(-c3cnc4ccccc4n3)cc2)cc1C#N	6%	0	0%[46.1 µM]	?	9	5%	6	1%	4%	31

Complete entries, looked up by structure. Order of screens: Eya2 phos inh	TRPV1 agonist	TCR activator	ELG1 repair inh	KCNH2 3.1 block	Mito fusion yeast	TSHR antagonist	A-T KAP1 phos	USP2a inh	KCNH2 WT inh
Listed for O=C(Nc1ccccn1)c1ccc2c(c1)S(=O)(=O)c1ccccc1C2=O → -5%	-1	3%	?	·	-1%	10	-7%	1%	·
Listed for CC(=O)c1cc(CC=C(C)C)c(O)cc1O → -7%	-2	3%	1%	1	0%	10	-13%	1%	0
Listed for CCOc1ccc(OCCOC(=O)C2CCN(S(=O)(=O)c3ccc(C)c(C)c3)CC2)cc1 → -2%	1	5%	-2%	-19	1%	-1	4%	1%	-5

Going on with the list:
SMILES	Eya2 phos inh	TRPV1 agonist	TCR activator	ELG1 repair inh	KCNH2 3.1 block	Mito fusion yeast	TSHR antagonist	A-T KAP1 phos	USP2a inh	KCNH2 WT inh
Cc1nn(C)c(C)c1S(=O)(=O)N(CC(=O)Nc1ccccn1)c1ccc(C(C)C)cc1	-1%	-4	-1%[46.1 µM]	-11%	-12	-3%	49	-5%	5%	-3
CC1(C)OC(=O)C(=CSc2ccc(C(C)(C)C)cc2)C(=O)O1	-9%	0	-6%	-18%	-16	-4%	-2	1%	4%	-4
COC(=O)c1ccccc1NC1c2ccccc2C(=O)N1c1cccnc1 (stereo not drawn)	5%	1	1%	0%	-4	4%	-5	-2%	3%	-15
Cc1ccc(C(=O)CCC(=O)OCC(=O)NNC(=O)c2ccccc2Cl)cc1	15%	-7	4%	7%	13	11%	23	8%	-1%	0
Cc1ccc(C)n1-c1ccncc1	-14%	-3	-46%	1%	3	-1%	2	2%	-1%	-10
O=C(CSc1nnc(-c2c[nH]c3ccccc23)n1CC1CCCO1)Nc1ccc2c(c1)OCCO2 (stereo not drawn)	9%	1	4%	5%	-14	-1%	5	6%	0%	9
O=C1NC2(CCCCCC2)C(=O)N1Cc1ccc(Cl)cc1Cl	1%	?	-2%	-11%	-19	12%	8	-4%	-2%	-13
COCCNc1oc(/C=C/c2ccccc2)nc1C#N	6%	18	1%	?	-14	0%	4	26%	-2%	-6
CCc1nc2ccc(C(=O)N3CCN(c4cccc(OC)c4)CC3)cc2nc1CC	-1%	28	1%	-8%	-7	6%	-8	-12%	0%	-2
CCCn1c(N)c(N(CCOC)C(=O)/C=C/c2cccc(Cl)c2)c(=O)[nH]c1=O	0%	3	11%	3%	-4	-1%	-9	3%	3%	12
COc1ccc(C)cc1NC(=O)C1CCN(S(=O)(=O)c2ccccc2)CC1	-6%	-2	-4%	-6%	0	-2%	17	-10%	1%	-13
O=C(Cn1ncc2c(=O)oc3ccccc3c21)NCC1CCCO1 (stereo not drawn)	-1%	-3	1%[46.1 µM]	6%	-1	-7%	-6	13%	1%	8
C=CCc1cccc2cc(C(=O)OCC)c(=O)oc12	0%	1	1%[46.1 µM]	1%	-10	?	1	-2%	6%	-19
O=C(Nc1cccc([N+](=O)[O-])c1)c1cc2ccccc2cc1O	18%	3	-4%	?	-5	-2%	?	0%	0%	7
CCN1CCN(C(=O)/C=C/c2ccc(C)o2)CC1	-3%	21	-3%[46.1 µM]	?	-6	-2%	16	-7%	2%	-2
Cc1ccc(NC(=O)COc2coc(CN3CCc4ccccc43)cc2=O)cc1Cl	13%	-1	1%	14%	17	2%	-23	-9%	1%	-6

Not all compounds are listed; rates above refer to the full screens.
